From PubChem BioAssay
ATXN viability: cell viability loss in ATXN counter-screen; S2 cells (HEK-293 line with an ATXN2-luciferase reporter) viability, CellTiter-Fluor protease fluorescence, 24 h; Potency, µM (top dose mostly 56.7 µM), most hits filed as cytotoxic; actives 0.49% (n = 400,000); AID 651635; also: potency is read from the fitted curve at half-maximal effect; nearly all actives have a fitted effect of over 40% in size
TGFb SMAD3 inh: inhibitors of TGF-b signaling. HepG2 CAGA-GFP TGF-b/SMAD3 reporter, GFP fluorescence, 18 h; TGF-beta stimulated, 500 pg/mL final. Potency, µM (highest dose often 46.1 µM), for inactives: at the top dose activity, negative = inhibition, actives largely listed as inhibitors. actives 1.2% (n = 410,000). AID 588855; also: potency is read from the fitted curve at half-maximal effect; % is scaled to controls: 0 for no effect and ±100 for the full control effect; nearly all actives have a fitted effect of over 65% in size
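Smad-responsive CAGA-GFP expression was quantified in HEPG2 cells exposed to compounds and 500 pg/mL final TGF-beta for 18 h at 37 degrees C; unstimulated wells defined full inhibition.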
Nrf2 ARE act: activators of Nrf2 (ARE) signaling; AREc32 ARE-luciferase reporter (MCF7-derived line), luminescence, 24 h; Potency, µM (titrated, usually from 46.1 µM), for inactives: top-dose activation, actives largely listed as activators; actives 0.31% (n = 410,000); AID 624171; also: potency is read from the fitted curve at half-maximal effect; % of control where 0% means no effect; nearly all actives have a fitted effect of over 65% in size
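Reporter line AREc32 (ARE-Fluc), seeded overnight in OPTI-MEM with 5% FBS; compound pin-transferred, 24 hr at 37 deg C, 5% CO2; luminescent read-out.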
IL1B secr inh: inflammasome signaling inhibition, IL-1 beta readout. THP-1 LPS/ATP IL-1B secretion, AlphaLISA, 16 h; stronger effect = lower value. activity change, % at 57.5 µM. actives 4.7% (n = 360,000). AID 743279; in the data active = activity change below about -50%; inconclusive = mostly about -30% to -49%; also: % is scaled to controls: 0 for no effect and ±100 for the full control effect
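THP-1 cells pretreated 1 hr with compounds (up to 57.5 uM final), then stimulated with LPS (250 ng/mL final) plus ATP (1.25 mM final); secreted IL-1B measured by AlphaLISA after 16 hr, decreased signal indicating inhibition.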
Nrf2 block: blocks Nrf2 signaling; Potency, µM (titrated, usually from 46 µM), inactives show top-dose activity change, negative = inhibition, usual class: inhibitors; A549 ARE-Fluc reporter, luciferase luminescence, 18-24 h; actives 2.1% (n = 360,000); also: potency is read from the fitted curve at half-maximal effect; % is scaled to controls: 0 for no effect and ±100 for the full control effect; nearly all actives have a fitted effect of over 60% in size
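Two sequential reads on A549 ARE_Fluc cells exposed to compound for 18-24 h: a CellTiter-Fluor fluorescence read for viability, then a luciferase luminescence read for Nrf2/ARE activity.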
HepG2 tox: counter-screen for TGF-b inhibitors: cytotoxicity in HepG2 cells; HepG2 CAGA-GFP viability, ATP luminescence, 18 h; Potency, µM (doses to about 46.1 µM), for inactives: at the top dose activity change, negative = cytotoxicity, hits mostly cytotoxic; actives 0.76% (n = 410,000); AID 588856; also: potency is read from the fitted curve at half-maximal effect; some results filed as inactive show a strong effect at the top dose
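CellTiter-Glo luminescence gave cytotoxicity after 18 hours at 37 degrees C. The cells were HepG2 CAGA-GFP in 1% FBS DMEM, stimulated with 500 pg/mL TGF-beta after compound addition. %Activity was normalised to no-cell wells (complete cell-killing) and DMSO (no toxicity), and curves were fitted and classified.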
A549 tox: counter-screen for Nrf2 inhibitors: cytotoxicity in A549 cells; AID 504648; actives 0.16% (n = 390,000); A549 ARE-Fluc cells, CellTiter-Fluor viability, 18-24 h; Potency, µM (series often up to 46 µM), without a hit: top-dose activity change, negative = cytotoxicity, usual class: inhibitors; also: potency is read from the fitted curve at half-maximal effect; % is scaled to controls: 0 for no effect and ±100 for the full control effect
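A549 ARE_Fluc cells in 5% FBS OPTI-MEM were exposed to compounds in concentration-response for 18-24 h at 37 deg C. Viability was read by CellTiter-Fluor fluorescence (Ex 405/Em 525) after 30 min, before the luciferase read.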
MCF10A rerep: induces DNA re-replication in MCF 10a normal breast cells; MCF 10A DNA re-replication, Hoechst nuclear intensity, 48 h; Potency, µM (top dose mostly 46.1 µM), inactives show at the top dose activity, positive = re-replication, hits mostly activators; actives 2.9% (n = 350,000); AID 624296; also: potency is read from the fitted curve at half-maximal effect; % of control where 0% means no effect; nearly all actives have a fitted effect of over 50% in size
ATXN2 expr inh: reduces ATXN2 reporter expression in HEK-293 cells | HEK-293 ATXN2-luciferase reporter, luminescence, 24 h | actives 0.72% (n = 360,000) | Potency, µM (doses to about 57 µM), for the others: at the highest dose activity change, negative = inhibition, actives largely listed as inhibitors | AID 1745845; also: potency is read from the fitted curve at half-maximal effect; % is scaled to controls: 0 for no effect and ±100 for the full control effect; nearly all actives have a fitted effect of over 55% in size
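ATXN2-luciferase reporter cells (luciferase flanked by upstream and downstream ATXN2 gene portions) were treated 24 h at 37 °C with compounds at up to 57 uM. SteadyGlo luminescence gave expression; GF-AFC fluorescence gave viability.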
* hit, by the source's call; i = inactive; ? = inconclusive; / = not tested or not shown; & = joins results of further samples; [ ] = another dose, or the depositor's remark. Unless noted, calls follow the shape of the dose curve; as a rule, active = well fitted curve in the direction sought with a large enough effect; inconclusive = small, poorly fitted or top-dose-only effect, or another doubt; inactive = no such curve, though single readings can be large; an effect the other way counts as inactive or inconclusive.

SMILES	ATXN viability	TGFb SMAD3 inh	Nrf2 ARE act	IL1B secr inh	Nrf2 block	HepG2 tox	A549 tox	MCF10A rerep	ATXN2 expr inh
Cc1ccc(NC(=O)COC(=O)c2cc(Cl)ccc2Cl)c(Br)c1	i	-10%	-0.1%	11	13%	-14%	2%	?	-3%
CCCC(=O)Nc1nnc(SCC(=O)Nc2ccc(OCC)cc2)s1	i	1%	-0.4%	7	/	0%	/	/	/
CCOC(=O)c1c(C)c(-c2ccccc2)n(CC(=O)NC2CCCCCC2)c1C	i	?	-1.2%	/	5%	-31%	0%	/	2%
COc1ccc(NC(=O)CSc2nc(C3CC3)nc3ccccc23)c(OC)c1	i	13%	11%	-59*	3%	-3%	-11%	1%	-20%
O=C(Nc1ccc(C2=NCCN2)cc1)c1ccc(C(=O)Nc2ccc(C3=NCCN3)cc2)c(Cl)c1	i	-2%	0.4%	7	10%	0%	1%	-7%	/
CC(C)=CC(=O)OCC(=O)Nc1ccccc1Cl	i	6%	4.2%	-6	10%	1%	3%	3%	5%
COc1cccc(C2CC(c3cccc(Br)c3)n3ncnc3N2)c1 (stereo not given)	i	7%	22%	-28	-3%	14%	10%	?	-16%
CC(C)(C)NC(=O)C(c1c[nH]c2ccccc12)N(C(=O)Cn1nnc(-c2ccc(F)cc2)n1)c1cccc(O)c1 (stereo not given)	?	?	0.3%	?	?	-22%	-20%	?	?
O=C(O)CNS(=O)(=O)c1ccc(F)cc1	i	?	-0.6%	0	?	1%	0%	6%	2%
O=C(CSc1nc2ccc(Cl)cc2o1)NCc1ccc2c(c1)OCO2	i	21%	1.9%	-7	/	-9%	4%	-10%	-13%
COc1ccc(/C=N/Nc2nc(-c3ccc(C)cc3)c(NC(C)=O)s2)cc1	i	-17%	0.8%	?	?	-1%	-3%	3%	12%
Cc1ccc(C(=O)C(OC(=O)CNS(=O)(=O)c2ccccc2)c2ccccc2)cc1 (stereo not given)	i	?	0.0%	33	8%	-2%	4%	-2%	12%
Nc1nc2cc(Cl)c(Br)cc2o1	i	8%	0.1%	12	8%	-4%	2%	12%	10%
COc1ccc(N2CCN(C(=O)c3cccc(N4C(=O)C5CC=CC(C)C5C4=O)c3)CC2)cc1 (stereo not given)	i	-1%	-0.7%	0	-1%	-5%	-4%	22%	3%
CCn1c(SCC(=O)Nc2ccc3c(c2)c2ccccc2n3CC)nnc1-c1ccco1	i	-21%	0.7%	3	?	-21%	-13%	11%	-17%
O=C(CSC1CC(=O)N(CCc2ccccc2)C1=O)Nc1ccc(Cl)cc1 (stereo not given)	i	-13%	1.9%	-6	-1%	-37%	0%	-11%	3%
Cc1cccc(NC(=O)CSc2nc3ccccc3nc2N2CC(C)OC(C)C2)c1 (stereo not given)	?	?	1.0%	7	?	8%	-9%	?	-11%
COC(=O)C1=C(NC(=O)C(C)(C)C)CCS1	i	-1%	0.4%	0	17%	-3%	1%	-1%	11%
C[C@@H]1CN([C@@H](C)CO)S(=O)(=O)c2ccc(Br)cc2O[C@@H]1CN(C)C(=O)NC1CCCCC1	i	10%	-1.1%	2	/	-9%	/	/	-2%
CCCN1C2CCCC1CC(NC(=O)Nc1ccc(C(C)C)cc1)C2 (stereo not given)	i	7%	2.1%	11	6%	-23%	-7%	?	-2%
CCOc1ccccc1C1CC(=O)NC(C)=C1C(=O)OCc1ccc(C)cc1 (stereo not given)	i	?	7.7%	/	?	-52%	0%	/	2%
CCCCn1nc2cc(C(=O)NCC34CC5CC(CC(C5)C3)C4)ccc2c1OCC	i	?	1.0%	-23	-19%	-24%	-8%	11%	-35%
COc1ccc(-c2cccc(C(=O)Nc3ccccc3C)c2)cc1	i	4%	-0.5%	0	-16%	1%	3%	-1%	-4%
CCC(Sc1nnc(C)c(=O)[nH]1)C(=O)Nc1cccc2ccccc12 (stereo not given)	i	-8%	1.9%	11	-14%	-3%	5%	1%	-5%
CC1CCN(CC(=O)Nc2ccccc2C(=O)NC2CC2)CC1	?	4%	-0.2%	13	-5%	-17%	-3%	-4%	2%

One compound at a time, from the list above.
COc1ccc(/C=N/Nc2nc(-c3ccc(C)cc3)c(NC(C)=O)s2)cc1 as listed: ATXN viability = i; TGFb SMAD3 inh = -17%; Nrf2 ARE act = 0.8%; IL1B secr inh = ?; Nrf2 block = ?; HepG2 tox = -1%; A549 tox = -3%; MCF10A rerep = 3%; ATXN2 expr inh = 12%
CCC(Sc1nnc(C)c(=O)[nH]1)C(=O)Nc1cccc2ccccc12 (stereo not given) as listed: ATXN viability = i; TGFb SMAD3 inh = -8%; Nrf2 ARE act = 1.9%; IL1B secr inh = 11; Nrf2 block = -14%; HepG2 tox = -3%; A549 tox = 5%; MCF10A rerep = 1%; ATXN2 expr inh = -5%

The listing picks up, repeating the 5 entries before the break.
SMILES	ATXN viability	TGFb SMAD3 inh	Nrf2 ARE act	IL1B secr inh	Nrf2 block	HepG2 tox	A549 tox	MCF10A rerep	ATXN2 expr inh
CCOc1ccccc1C1CC(=O)NC(C)=C1C(=O)OCc1ccc(C)cc1 (stereo not given)	i	?	7.7%	/	?	-52%	0%	/	2%
CCCCn1nc2cc(C(=O)NCC34CC5CC(CC(C5)C3)C4)ccc2c1OCC	i	?	1.0%	-23	-19%	-24%	-8%	11%	-35%
COc1ccc(-c2cccc(C(=O)Nc3ccccc3C)c2)cc1	i	4%	-0.5%	0	-16%	1%	3%	-1%	-4%
CCC(Sc1nnc(C)c(=O)[nH]1)C(=O)Nc1cccc2ccccc12 (stereo not given)	i	-8%	1.9%	11	-14%	-3%	5%	1%	-5%
CC1CCN(CC(=O)Nc2ccccc2C(=O)NC2CC2)CC1	?	4%	-0.2%	13	-5%	-17%	-3%	-4%	2%
CC(C)n1c(SCC(N)=O)nc2c1c(=O)n(C)c(=O)n2C	i	11%	0.0%	-6	-9%	-1%	2%	0%	3%
Cc1nc(N)[nH]c(=O)c1CCCNc1ccc(CCCCC2(CCl)OCCO2)cc1	i	1%	-0.6%	28	?	-7%	-12%	?	-19%
Cc1nn(Cc2c(F)c(F)c(F)c(F)c2F)c(C)c1NC(=O)c1nn(C)cc1Br	i	1%	-0.3%	?	-14%	1%	-1%	6%	6%
N#CC1=C(N)Oc2ccc3ccc(O)cc3c2C1c1ccsc1 (stereo not given)	i	?	15%	38	0%	-8%	2%	?	-12%[11.3 µM]
COc1ccc(C(=O)N[C@H](C(=O)Nc2nc3ccccc3[nH]2)C(C)C)cc1	/	?	2.5%	19	?	-4%	?	?	-13%
Cc1ccc2nc(-c3cccc(Br)c3)c(Cc3cccc(Cl)c3)n2c1	i	?	?	-2	/	-24%	/	/	24%
COc1ccc(CNC(=O)Nc2nc(C(N)CCc3ccccc3)cs2)cc1 (stereo not given)	?	?	5.1%	-56*	/	-98%	/	/	?
O=C(NCCc1cccc(Cl)c1)c1cccs1	i	-12%	14%	-25	?	-18%	-2%	-1%	35%[activator]
CC[C@]12c3[nH]c4cc(-c5ccco5)ccc4c3CCN1C(=O)[C@@H](CC(=O)NCc1ccc(OC)c(OC)c1)C[C@@H]2C(=O)N1CCN(C(=O)C2CC2)CC1	?	?	-0.3%	?	0%	-5%	-2%	-44%[inhibitor]	-5%
COc1ccc2c(CNCc3ccco3)c(C(=O)O)n(Cc3ccccc3)c2c1	?	0%	0.2%	/	7%	0%	?	/	-15%
CC(=O)Nc1ccccc1-c1cccc2nccn12	i	6%	-0.1%	-1	/	-2%	/	/	17%
Cc1cc(C)c([N+](=O)[O-])cc1-c1ccc(/C=N/c2c(-c3ccco3)nc3ccccn23)o1	i	-5%	4.1%	-15	-7%	-26%	-24%	?	32%[activator]
O=C(Cn1cnc2c(cnn2-c2ccc(Cl)cc2)c1=O)NCC1CCCO1 (stereo not given)	?	1%	-0.6%	18	?	-16%	-7%	-1%	-9%
O=C(Cn1c(-c2cccs2)cc2cc(F)ccc21)NCCc1ccc(Cl)cc1	i	-21%	0.7%	/	3%	-2%	3%	/	-4%
Cc1ccc2c(c1)c1nc3ccccc3nc1n2CCN1CCOCC1	i	10%	5.0%	-58*	?	-4%	?	?	-16%
CC(Oc1ccc(C(=O)NCCc2ccccc2)cc1)C(=O)O (stereo not given)	i	-5%	-0.1%	-3	14%	-3%	-3%	15%	9%
CCc1ccc(-n2c(=O)c3ccccc3n3c(=S)[nH]nc23)cc1	i	9%	-0.9%	-3	4%	0%	-2%	0%	/
CCOC(=O)c1c(NC(=O)COc2ccc(F)cc2)sc2c1CCC(C)C2 (stereo not given)	i	4%	-1.0%	/	2%	-10%	-1%	/	-7%
COc1cccc(N2CCN(C(=O)c3nc(-c4ccc(Cl)cc4)n4c3CCCCC4)CC2)c1	?	16µM*	4.0%	/	-28%	-38%	-16%	/	-36%
O=C(O)CCc1ccc(NCc2cccc(Oc3ccccc3)c2)cc1	i	-1%	0.2%	/	-25%	3%	1%	?	-10%&11%
CNC(=O)c1[nH]cnc1C(=O)Nc1ccc(C)cc1	i	0%	4.9%	11	24%	-23%	2%	-13%	26%
Cc1ccc(O)c(C(=O)c2cnn(-c3ccccc3)c2)c1	i	-26%	9.4%	7	4%	-4%	-5%	?	67%[activator]
CSc1nc(C)c2c(c1C#N)CCCC2	i	7%	-0.6%	-6	-2%	21%	8%	9%	-4%
CCOc1ccc(-n2c(C)nc(O)c2N=Nc2ccccc2)cc1	i	0%	3.5%	0	4%	-7%	4%	-3%	-14%
C=CC[n+]1cccc(-c2cc3ccc(C)cc3[nH]2)c1	i	-3%	1.9%	-10	28%	-13%	4%	0%	-2%
